# GSIS activator: primary screen for activators of insulin secretion dependent on glucose, INS-1E cells, GLuc reporter luminescence; INS-1E GLuc reporter insulin secretion, 2-3 h; activation, % at 16.6 µM; 370,000 tested, 0.61% active; AID 743287;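 active means lowest replicate activation of at least 40%, so every replicate reaches that level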;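 further: 0% = median of neutral control wells and 100% = median of IBMX positive control wells; some compounds called inactive have numbers as strong as hits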
# RAD52 anneal inh: inhibitors of human RAD52 DNA annealing. recombinant RAD52 DNA annealing, FRET fluorescence. P43351. AID 651710. 360,000 tested, 0.46% active. inhibition, % at 18.7 µM;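 active means every replicate showing at least 50% inhibition; inconclusive means mean inhibition at least 50% but not in every replicate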
# F508del corr: CFTR F508del correction in bronchial cells; CFBE cells, YFP halide quenching; stimulated with forskolin plus potentiator P3; % fluorescence drop versus neutral controls; activity (quench increase), % at 7.58 µM; 350,000 tested, 0.36% active;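 active means mean added fluorescence quench of at least 8% versus neutral control, with both replicates also reaching 8%; inconclusive means only one of the mean or replicate conditions met; inactive means mean below 8% and not both replicates reaching 8%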;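 further: cells transiently co-express mutant CFTR-F508del with the halide-sensitive YFP; corrector assay measuring rescue of mutant channel to the surface after 24 h compound exposure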
# E-selectin induc: induces E-selectin expression in human endothelial cells | P16581 | HUVEC E-selectin immunofluorescence imaging; normalized: neutral wells 0, TNF-alpha wells 100 | activation, % at 7.58 µM | 260,000 tested, 0.37% active | AID 686992;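 active means mean E-selectin-positive cell signal at least 10% of the positive control, reached in at least 60% of replicates, without over 20% cell loss; inconclusive means no rule given, readout overlaps actives, possibly toxicity-flagged; inactive means the rest, including those meeting only one limit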;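 further: in these data hits start at about 27%; measured in HUVEC primary endothelial cells; signal is the percent of cells scored E-selectin positive by PE staining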
#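 System: HUVEC, human umbilical vein endothelial cells; quantity: 3,000 cells/well; buffer or medium: EGM-2 medium, gelatin-coated wells; dosing: single-point compound dose; detection: immunofluorescence imaging; evaluation: % PE-positive cells; benchmarks: TNF-alpha, DMSO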
# DENV2 CPE: DENV2-induced cell death inhibition | CPE inhibition, % at 9.99 µM | AID 651640 | DENV2-infected cells, cytopathic effect rescue, plate reader | 350,000 tested, 1.7% active; in the data active means CPE inhibition above about 20%, passing the limit was not always enough; inconclusive means no clear call, values can overlap the other calls; tested in BHK-21 cells;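 further: 0% = median of neutral control wells and 100% = median of positive control wells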
# RAD54 branch: RAD54 (human) branch migration inhibition | inhibition, % at 10.4 µM | Q92698 | RAD54 Holliday junction branch migration, FAM/BHQ fluorescence | 360,000 tested, 0.14% active | AID 602329;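 active means mean normalized replicate activity at least 40 and at least half of replicates scoring 40 or more; inconclusive means only one of the two criteria met; inactive means mean below 40 and under half of replicates reaching 40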;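 further: 0% = median of neutral control wells and 100% = median of positive control wells; inhibitors cause a drop in the FAM fluorescence signal; in these data hits start at about 50%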
# Target sequence (Q92698 whole entry, looked up): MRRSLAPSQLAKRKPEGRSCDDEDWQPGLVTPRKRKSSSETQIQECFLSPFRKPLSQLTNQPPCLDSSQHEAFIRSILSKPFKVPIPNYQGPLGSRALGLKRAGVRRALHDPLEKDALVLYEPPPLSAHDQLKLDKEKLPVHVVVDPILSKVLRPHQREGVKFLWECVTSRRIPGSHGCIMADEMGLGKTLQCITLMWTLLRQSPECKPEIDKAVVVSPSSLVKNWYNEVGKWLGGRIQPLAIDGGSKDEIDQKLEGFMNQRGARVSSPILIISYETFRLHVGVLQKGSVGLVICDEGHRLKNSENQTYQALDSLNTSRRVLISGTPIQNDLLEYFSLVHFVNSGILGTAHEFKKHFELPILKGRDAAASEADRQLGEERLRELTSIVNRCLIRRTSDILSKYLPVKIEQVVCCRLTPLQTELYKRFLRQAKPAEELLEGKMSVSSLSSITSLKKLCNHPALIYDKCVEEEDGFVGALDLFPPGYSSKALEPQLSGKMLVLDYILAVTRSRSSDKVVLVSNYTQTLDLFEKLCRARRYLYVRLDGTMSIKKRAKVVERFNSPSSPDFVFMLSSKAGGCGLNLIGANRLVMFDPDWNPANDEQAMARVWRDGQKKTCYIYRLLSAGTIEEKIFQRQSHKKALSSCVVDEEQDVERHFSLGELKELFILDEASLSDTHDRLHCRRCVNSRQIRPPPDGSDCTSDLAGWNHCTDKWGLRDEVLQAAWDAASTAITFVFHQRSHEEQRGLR
# Xi reactivation: reactivates the inactive X chromosome in mouse fibroblasts. XiGFP mouse fibroblasts, % GFP-positive cells imaging, 3 d; cells co-treated with 5-aza-dC sensitizer; scaled so ellipticine positive control = 100%. activation, % at 7.58 µM. 360,000 tested, 0.055% active. AID 743238;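 active means mean normalized replicate activation at least 10% and every replicate at or above 10%; inconclusive means only one of the two criteria met; inactive means mean below 10% and not all replicates reach 10%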;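 further: 0% = median of on-plate neutral control wells and 100% = ellipticine 6 µM median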
#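 Material: XiGFP fibroblasts, SV40-immortalized; Buffer or medium: DMEM containing 5-aza-dC; Compound dosing: single point; Times: 3 days compound exposure.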
# Casp6 inh: inhibitors of human caspase-6; inhibition, % at 12.5 µM; purified caspase-6, Z-VEID-R110 cleavage fluorescence; P55212; 350,000 tested, 0.53% active;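 active means mean inhibition across replicates at least about 35%, with every replicate also reaching that limit, limit read from the data; inconclusive means only one of the two criteria met; inactive means neither criterion met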;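 further: 0% = median of neutral control wells and 100% = no fluorescence left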
# Target sequence (P55212 24-179 limits assumed): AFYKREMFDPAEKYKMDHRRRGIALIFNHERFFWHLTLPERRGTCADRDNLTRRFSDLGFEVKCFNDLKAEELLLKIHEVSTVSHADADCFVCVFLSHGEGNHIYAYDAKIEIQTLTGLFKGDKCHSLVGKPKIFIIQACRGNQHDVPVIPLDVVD
# Target sequence (P55212 194-293 limits assumed): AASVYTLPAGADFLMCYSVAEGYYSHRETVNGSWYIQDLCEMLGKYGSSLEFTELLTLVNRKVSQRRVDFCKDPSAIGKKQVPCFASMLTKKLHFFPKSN
# An asterisk follows results filed as active; ? = inconclusive; . = no result given. Compounds were not picked by outcome; any-hit rate near 3.7%.
SMILES,GSIS activator,RAD52 anneal inh,F508del corr,E-selectin induc,DENV2 CPE,RAD54 branch,Xi reactivation,Casp6 inh
CC1(C(=O)Nc2cccc3c2CCCC3)CCN1C(=O)c1cccc(F)c1 (stereo not drawn),-1,-4,-0.4,-0.3,5,3,0.2,0
Cc1ccc(NC(=O)CC(C)CC(=O)NCc2ccccc2)cc1Cl (stereo not drawn),6,-6,3.6,.,19,-6,0.0,-1
Cc1c(-c2ccc(OCc3ccccc3)cc2)nc2ccccc2c1C(=O)O,5,-15,-2.4,0.0,2,1,0.3,7
COc1ccccc1/C=C/C=N/NC(=O)CCn1cnc2ccccc21,4,-3,13*,0.5,3,3,0.4,2
C[C@@H]1CCCCO[C@@H](CN(C)C)[C@H](C)CN([C@H](C)CO)C(=O)c2cc(NC(=O)Nc3ccc(F)cc3)ccc2O1,-7,14,1.1,0.3,3,12,-0.4,-4
CC(=O)Nc1ccc(CN(C)CC2CCCN(CCc3cccc(C(F)(F)F)c3)C2)cc1 (stereo not drawn),1,-11,-1.1,0.4,-3,0,0.0,-15
O=C(N[C@@H]1CC[C@@H](CCNS(=O)(=O)c2ccc(F)cc2)O[C@H]1CO)c1cccc(F)c1,-4,-4,0.8,-0.1,-1,-3,-0.2,-3
CCOC(=O)[C@]12CCCC=C1N(CCc1ccc(OC)c(OC)c1)C(=O)[C@H](CC(=O)NCCCCc1ccccc1)C2,-42,-12,0.4,0.0,-2,.,0.0,-1
CCCCNC(=O)c1nc(-c2cc3ccccc3[nH]2)oc1-c1ccccc1,.,-10,-1.5,0.3,2,.,0.5,-4
COC(=O)C[C@H]1c2ccccc2S(=O)(=O)N1C(C)C,19,-2,-1.7,-0.3,8,4,-0.2,0
CC(=O)CSc1nnc(CN2C(=O)CSc3ccc(C(F)(F)F)cc32)n1C,-10,6,-1.9,-0.4,5,.,-0.1,1
CN(CC(=O)Nc1ccc2c(c1)OCCO2)CC(=O)Nc1ccc(F)c(F)c1F,.,-12,-1.3,.,?,.,-0.1,1
COc1ccc(S(=O)(=O)Nc2ccc3c(c2)C(=O)N([C@H](C)CO)C[C@H](C)[C@@H](CN(C)S(=O)(=O)c2ccc(C)cc2)OCCCC[C@H](C)O3)cc1,-5,-10,-2.2,.,.,-2,0.2,0
CC(C)(C)c1ccccc1NC(=O)COC(=O)CN1C(=O)NC2(CCCC2)C1=O,6,1,0.8,0.6,-4,5,0.0,3
CCC(=O)N[C@H]1CC[C@H](CC(=O)NCC2CCCCC2)O[C@H]1CO,13,6,1.2,0.6,-2,-2,-0.1,1
Cc1ccc(S(=O)(=O)N2CCN(C(=O)CCCOc3ccc(Cl)cc3C)CC2)cc1,-19,-14,0.9,3.7,-3,.,0.2,2
CCCCc1cc(=O)oc2cc(C)cc(OC(C)C(=O)NCc3ccccn3)c12 (stereo not drawn),1,-8,3.7,.,?,9,0.1,-2
CSc1ccc(C#N)cc1NC(=O)c1ccccc1,6,-7,2.4,.,-1,-11,0.0,4
C[C@]12Cc3ccccc3C1CC1=N[C@@H](C3CCCCC3)O[C@@]13C[C@@H]2C(=O)N3C1CCN(Cc2ccccc2)CC1 (stereo partly drawn),.,-28,-2.2,0.7,-6,.,0.0,-3
CCC(=O)N(C)C[C@H]1Oc2cc(-c3cccc(OC)c3)ccc2S(=O)(=O)N([C@H](C)CO)C[C@@H]1C,0,14,-1.4,0.6,-4,2,-1.3,0
Cc1cccc(NC(=O)CNC(=O)CN2CCN(C)CC2)c1C,54,-13,-2.4,1.3,-1,6,0.2,6
Cc1ccc(C)c(N2CCN(S(=O)(=O)c3ccc4c(c3)NC(=O)CC(=O)N4)CC2)c1,-16,-8,-0.1,0.1,6,7,0.0,1
CC1=NNC(=O)/C1=C\c1cn(-c2ccccc2)nc1-c1ccc(Cl)cc1,-5,-12,2.7,.,.,8,.,0
Cc1c(-c2cc[n+]([O-])cc2)oc2ccc(Br)cc2c1=O,-11,6,1.7,1.1,-1,.,0.1,7
Cn1c(N)c(Sc2ccc([N+](=O)[O-])cc2)c(=O)n(C)c1=O,-5,-9,-0.7,.,-6,4,0.0,0
O=C(NCc1ccccc1)c1ccc(N2CCC3(CC2)CC(c2ccccc2)=NO3)c([N+](=O)[O-])c1,-1,-20,-6.8,-0.3,4,6,0.0,-2
C[C@H]1CN([C@@H](C)CO)S(=O)(=O)c2ccc(-c3cccnc3)cc2O[C@H]1CN(C)Cc1ccccn1,12,10,-3.6,2.8,0,-7,0.1,-4
COc1cc(NC(=O)c2cc([N+](=O)[O-])ccc2NC(=O)CNCc2ccccn2)cc(OC)c1,18,-16,-1.6,.,20,-5,0.1,2
CCCCc1ccc(S(=O)(=O)N2CCC3(CC2)OCCO3)cc1,-9,14,-1.4,-0.8,-1,3,0.0,-5
COC(=O)[C@@]12C[C@@H](CC(=O)NCc3ccc(C)o3)C(=O)N(Cc3ccco3)C1=CCC(C)(C)C2,-5,-16,1.4,-1.4,9,.,.,0

# Reprinted from the part before: two entries, then new ones.
SMILES,GSIS activator,RAD52 anneal inh,F508del corr,E-selectin induc,DENV2 CPE,RAD54 branch,Xi reactivation,Casp6 inh
CCCCc1ccc(S(=O)(=O)N2CCC3(CC2)OCCO3)cc1,-9,14,-1.4,-0.8,-1,3,0.0,-5
COC(=O)[C@@]12C[C@@H](CC(=O)NCc3ccc(C)o3)C(=O)N(Cc3ccco3)C1=CCC(C)(C)C2,-5,-16,1.4,-1.4,9,.,.,0
COc1ccc(NC(=O)Nc2ccc3c(c2)C(=O)N([C@H](C)CO)C[C@H](C)[C@H](CN(C)Cc2ccc(C(F)(F)F)cc2)O3)cc1,-3,16,-1.8,-0.5,-7,-7,-1.2,2
C=CCC[C@H](Cc1ccc(F)cc1)C(=O)OC[C@@H](Cc1c[nH]c2ccccc12)NC(=O)[C@@H](CC=C)CC(=O)N(CCO)Cc1ccccc1,-10,-13,-0.7,-0.1,21*,5,0.0,1
CC(C)[C@H](NC(=O)c1ccccc1Cl)C(=O)OCC(=O)NC(=O)NC1CCCC1,-9,-5,1.9,.,-9,6,0.0,0
CCCCN1CNC(=S)N(c2ccc(C(=O)OCC)cc2)C1,6,-20,-2.4,.,-7,.,0.0,-3
CC=Cc1ccc2n(c1=O)C[C@H]1[C@H](CO)[C@@H](C(=O)N[C@H](C)c3ccccc3)[C@@H]2N1CC1CC1 (mixture of isomers),-12,-2,1.1,-0.1,9,-3,0.1,-3
Cn1c(N)c(C(=O)COC(=O)COc2ccccc2C#N)c(=O)n(C)c1=O,2,-12,-2.9,-2.0,?,.,0.2,1
COc1ccc(NC(=O)N[C@H]2CC[C@H](CCn3cc(-c4ccccc4)nn3)O[C@@H]2CO)cc1,-10,13,0.5,0.1,37*,2,0.1,1
CCCS(=O)(=O)N1CCCC(C(=O)NCCc2cccc(C)c2)C1 (stereo not drawn),-8,-1,0.4,0.0,27*,-1,0.0,-1
N#Cc1cnn2c(N)c(-c3ccc(Cl)cc3)cnc12,8,-30,2.9,.,3,.,0.0,-1
Cc1cccc(CN(C)C[C@H]2OCc3cn(nn3)CCCC(=O)N([C@H](C)CO)C[C@@H]2C)c1,-8,.,-3.3,1.5,.,.,-0.3,.
CC(C)C#Cc1ccc([C@H]2[C@H]3CN(C(=O)c4ccc(F)cc4)CCCCN3[C@H]2CO)cc1,-17,5,-2.5,-0.1,-6,4,0.2,-4
C[C@@H]1CN([C@H](C)CO)S(=O)(=O)c2ccc(C#CC3(O)CCCC3)cc2O[C@H]1CN(C)C(=O)c1ccccc1,-8,7,-1.3,-4.1,?,0,-0.6,2
CCS(=O)(=O)Nc1ccc2c(c1)C(=O)N(C)[C@H]1CC[C@@H](CC(=O)N3CCN(C)CC3)O[C@@H]1CO2,18,5,-1.2,0.0,7,-3,0.0,-2
O=C(C[C@H]1CC[C@H](NC(=O)CCN2CCCCC2)[C@@H](CO)O1)Nc1nccs1,3,6,-0.5,-0.5,-2,7,0.0,0
CN(C(=O)COC(=O)CNC(=O)c1sc2ccccc2c1Cl)c1ccccc1,3,-9,0.1,.,-2,.,-0.1,1
COc1ccc(CNC(=O)COC(=O)c2c(NC(C)=O)sc(C)c2C)cc1,13,-10,4.0,.,-1,-5,0.2,-2
COc1ccc(CNCc2c(F)cccc2F)cc1OC,-1,-14,2.8,0.2,4,-10,0.0,-2
CCC(=O)N1CC2(C1)[C@H](c1ccccc1)[C@H](CO)N2Cc1ccccc1F,15,-6,1.5,-0.1,-6,.,-0.1,1
CC1(C(=O)NS(=O)(=O)c2ccc(Cl)cc2)CCN1C(=O)CCC1CCCC1 (stereo not drawn),-14,-27,3.0,-0.1,1,-18,0.0,0
Cn1c(N2CCOCC2)cc(=O)n(C)c1=O,0,-12,-0.9,1.1,.,-2,0.1,-2
COCC(=O)N1CCCCN2[C@H](C1)[C@H](c1ccc(-c3cccc(C)c3)cc1)[C@@H]2CO,-3,-22,-1.0,-0.3,-16,-1,0.0,0
CC(C)(C)c1ccc(NC(=O)CON=C(N)c2ccccc2)cc1,-40,10,-2.3,0.9,?,0,0.0,-1
COc1ccc(S(=O)(=O)Nc2ccc3c(c2)CC(=O)N([C@H](C)CO)C[C@H](C)[C@H](CN(C)Cc2ccc(C(=O)Nc4ccccc4N)cc2)O3)cc1,3,-9,1.7,0.2,6,.,0.3,1
Cn1cc(C2NC(=O)c3ccccc3N2)c2ccccc21 (stereo not drawn),-41,-83,1.0,0.1,7,.,0.1,1
COc1ccc(CCNC(C)C(=O)Nc2ccc(S(N)(=O)=O)cc2)cc1 (stereo not drawn),7,-19,2.5,.,6,0,0.0,0
COC(=O)c1ccc(C(=O)OC)c(NC(=S)N2CCN(C(=O)C3CCCO3)CC2)c1 (stereo not drawn),8,-19,-2.0,.,2,.,-0.1,-1
CCOC(=O)c1ccccc1NC(=O)COC(=O)CCC(=O)c1ccccc1,8,-32,0.7,0.1,7,1,0.2,1
O=C1NC2(CCCCCC2)C(=O)N1CCS(=O)(=O)Oc1ccccc1,-1,-20,-1.3,.,-6,.,0.0,-2
COc1cc(NC(=O)CN2CCN(c3ccccc3F)CC2)c(C)cc1[N+](=O)[O-],1,-7,-0.3,-0.1,3,.,0.2,-1
COC(=O)c1c(C)nn(-c2ccc(F)c(Cl)c2)c1-c1cc(C)on1,30,-9,-2.8,.,?,.,0.0,7
CCc1csc(N2[C@@H](C#N)[C@@H](c3ccc(C4=CCCC4)cc3)[C@@H]2CO)n1,7,-70,-0.6,0.1,-9,-11,-0.1,-4
Cc1ccc(S(=O)(=O)Nc2ccc3c(c2)CC(=O)N([C@H](C)CO)C[C@H](C)[C@H](CN(C)C(=O)Nc2ccc(C(F)(F)F)cc2)O3)cc1,-17,-9,5.1,.,0,2,-1.0,-2
COc1ccc(NC(=O)Nc2ccc3c(c2)CC(=O)N([C@H](C)CO)C[C@H](C)[C@H](CN(C)S(=O)(=O)c2ccccc2)O3)cc1,-8,9,-1.0,-4.2,-2,.,2.8,-1
O=C(NCc1cccnc1)c1cc(S(=O)(=O)N2CCCC2)c(Cl)cc1Cl,13,-1,-0.8,.,2,1,0.0,0
O=C(OCC#CCSc1nnc(-c2cccc3ccccc23)o1)c1cccc2[nH]ccc12,18,-176,-1.9,.,-10,-2,0.1,2

# High-throughput results as filed in PubChem BioAssay.
